# Bioassay records: PubChem, National Center for Advancing Translational Sciences (NCATS)
# GLP1R inv ag – inverse agonists of human GLP-1 receptor | P43220 | HEK293 GLP-1R CRE-luciferase, luminescence, 24 h; GLP-1R form is constitutively active | Potency, µM (series often up to 38.3 µM), for the others: top-dose activity change, negative = inhibition, hits mostly inhibitors | 410,000 compounds, 1.6% hits | AID 624417; further: on the % scale 0 is the no-effect control and ±100 the full control effect; nearly all actives have a fitted effect of over 55% in size
# Target sequence (P43220 whole entry, looked up): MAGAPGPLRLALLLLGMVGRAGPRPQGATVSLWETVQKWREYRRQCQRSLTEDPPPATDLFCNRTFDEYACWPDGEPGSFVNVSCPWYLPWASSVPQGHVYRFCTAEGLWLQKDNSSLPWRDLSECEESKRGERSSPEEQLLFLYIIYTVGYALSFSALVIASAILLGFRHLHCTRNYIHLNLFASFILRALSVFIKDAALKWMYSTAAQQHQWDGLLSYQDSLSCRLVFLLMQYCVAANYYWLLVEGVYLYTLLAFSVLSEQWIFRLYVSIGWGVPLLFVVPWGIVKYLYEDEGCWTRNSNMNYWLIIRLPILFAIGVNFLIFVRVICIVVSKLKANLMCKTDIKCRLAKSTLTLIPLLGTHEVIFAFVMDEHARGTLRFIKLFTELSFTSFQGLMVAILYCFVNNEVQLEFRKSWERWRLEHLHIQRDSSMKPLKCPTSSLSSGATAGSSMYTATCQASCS
#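 GLP-1R inverse agonism mode: basal reporter luminescence in engineered HEK293 cells measured after one day of compound exposure at 37 deg C, with a 12 min room-temperature detection step.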
# HT1080-NT tox – kills 2HG-producing HT-1080-NT fibrosarcoma cells; HT-1080-NT fibrosarcoma viability, CellTiter-Glo ATP luminescence, 48 h; Potency, µM (top dose mostly 46.1 µM), inactives show top-dose activity, negative = less viability, usual class: cytotoxic; 360,000 compounds, 1.6% hits; AID 686970;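 further: NT is the 2HG producing partner of a matched IDH1 knockdown line; 0% = DMSO-treated cells and -100% = media-only wells without cells; nearly all actives have a fitted effect of over 55% in size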
#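 750 cells/well, RPMI + 5% FBS; 2 h settle, compound pin-transfer, 48 h at 37 degrees C. CellTiter-Glo 10 min RT, luminescence. Normalized to DMSO and media-only wells.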
# HEK293 tox – cytotoxicity counter-screen for GLP-1 receptor inverse agonists; HEK293 cAMP-luciferase reporter cells, luminescence, 24 h; Potency, µM (series often up to 38.3 µM), for the others: at the top dose activity change, negative = inhibition, hits mostly inhibitors; 410,000 compounds, 0.13% hits; AID 624418;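 further: loss of luciferase light is scored as toxicity; on the % scale 0 is the no-effect control and ±100 the full control effect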
#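 Compound-treated cells are incubated 24 hr at 37 deg C under 5% CO2 after a 12 hour attachment period, then luciferase detection reagent is added and luminescence is measured following 12 min at room temperature; lowered signal indicates toxicity.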
# KB-3-1 tox – kills parental KB-3-1 adenocarcinoma cells | KB-3-1 viability, CellTiter-Glo ATP luminescence, 72 h | Potency, µM (highest dose often 46.1 µM), inactives show at the highest dose activity change, negative = cytotoxic, hits mostly cytotoxic | 400,000 compounds, 1.4% hits; further: on the % scale 0 is the no-effect control and ±100 the full control effect; nearly all actives have a fitted effect of over 60% in size
#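 Multi-concentration cytotoxicity screen in KB-3-1 cells grown in DMEM lacking phenol red with 10% FBS. After 72 h at 37 °C with compound, ATP-dependent luminescence was recorded.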
# HT1080 IDH1KD tx – HT-1080 IDH1 knockdown cell toxicity (counter line). HT-1080 IDH1 knockdown viability, ATP luminescence, 48 h. Potency, µM (top dose mostly 46.1 µM), for the others: top-dose activity, negative = toxicity, most hits filed as cytotoxic. 360,000 compounds, 2% hits;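 further: 0% = DMSO wells and -100% = cell-free medium wells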
#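 IDH1KD HT-1080 cells, 750/well, RPMI + 5% FBS; compound pinned after 2 h settling; 48 h, 37 °C; CellTiter-Glo luminescence; % activity normalised to DMSO and no-cell wells; curves fitted, classed by r2 and efficacy.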
# KB-V1 MDR tox – kills drug-selected multidrug resistant KB-V1 cells; KB-V1 MDR cells viability, CellTiter-Glo, 72 h; 400,000 compounds, 3.4% hits; Potency, µM (highest dose often 46.1 µM), for inactives: top-dose activity change, negative = cytotoxicity, most hits filed as cytotoxic; further: on the % scale 0 is the no-effect control and ±100 the full control effect; nearly all actives have a fitted effect of over 60% in size
#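 Following 72 h at 37 degrees C with compound, KB-V1 cell viability was read by CellTiter-Glo luminescence, medium being phenol-red-free DMEM plus 10% FBS; concentration-response parameters came from normalized, curve-fitted qHTS data.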
# GLP1R ag – GLP-1 receptor (human) agonism | Potency, µM (titrated, usually from 45.6 µM), inactives show at the highest dose activation, most hits filed as activators | AID 624172 | HEK293 GLP-1R CRE-luciferase, luminescence, 4-6 h; cells express a hypersensitive GLP-1R form | 380,000 compounds, 0.007% hits; further: % of control where 0% means no effect
# SW480 rerep – DNA re-replication induction in SW480 cells. SW480 DNA re-replication, Hoechst DNA content imaging, 48 h. Potency, µM (top dose mostly 46.1 µM), for the others: at the highest dose re-replication activation, usual class: activators. 340,000 compounds, 1.8% hits. AID 624297; further: % of control where 0% means no effect; nearly all actives have a fitted effect of over 55% in size
#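 250 cells/well; 23 nL cpd via pin tool; 48 hr, 37 C, 5% CO2; Hoechst 40 min; imager read of total nuclear intensity, ex 405/em 500-530 nm.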
# TDP43 rescue – rescues yeast growth from TDP-43 toxicity. TDP-43 expressing yeast growth rescue, BacTiter-Glo, 24 h. Potency, µM (titrated, usually from 46.1 µM), without a hit: at the top dose growth rescue (activation), most hits filed as activators. 410,000 compounds, 1.8% hits. AID 652104; further: % of control where 0% means no effect; nearly all actives have a fitted effect of over 50% in size
#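 In this qHTS, compounds that restore growth of yeast expressing TDP-43 appear as activators. Cells (OD600=0.02, galactose medium, raffinose-pregrown) are incubated with compound 24 hr at 30 deg C and growth is quantified by BacTiter-Glo.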
# The depositor's hits bear a star; ? = inconclusive; nt = not tested or not shown; [ ] = remark or other dose. The call rests on the fitted dose curve; in most records, active means well fitted curve in the direction sought with a large enough effect; inconclusive means small, poorly fitted or top-dose-only effect, or another doubt; inactive means no such curve, though single readings can be large; an effect the other way counts as inactive or inconclusive. Potency means the concentration at half of the fitted maximal effect.
molecule,HT1080-NT tox,HT1080 IDH1KD tx,KB-3-1 tox,SW480 rerep,GLP1R inv ag,HEK293 tox,TDP43 rescue,GLP1R ag,KB-V1 MDR tox
O=C1N=C(O)CN1/N=C/c1ccc(-c2ccc([N+](=O)[O-])cc2)o1,9%,0%,0%,?,11%,-13%,22%,0%,-3%
CC1(C(=O)NCCc2ccccc2)Cc2c(-c3ccc(C(N)=O)cc3)ccnc2O1 (configuration not stated),12%,10%,-4%,nt,?,-7%,8%,0%,17%
O=C1CSC(c2ccccc2Br)N1c1ccc(Cl)cn1 (configuration not stated),-19%,-21%,0%,1%,4%[0.307 µM],3%[0.307 µM],?,4%,?
COc1ccccc1CNc1nc2cc(-c3ccccc3C)sc2c(=O)n1C,?,?,0%,nt,?,32%[activator],20µM*,3%,-15%
Cc1ccc2c(c1)/C(=C/c1ccccc1)C(=O)N2,-26%,?,?,?,?,-6%,?,9%,?
O=C(CCC(=O)c1ccccc1)NCc1cccc(C(F)(F)F)c1,0%,-2%,2%,-2%,-8%,7%,18%,?,-26%
CCN(CC)C(=O)CSc1nc(O)c(Cc2ccccc2)c(=O)n1-c1ccc(C)cc1,3%,0%,2%,17%,-4%,-3%,15%,-1%,11%
Cc1ccc(C(=O)NCCc2nnc3ccc(NCc4ccc5c(c4)OCO5)nn23)cc1,-3%,3%,8%,-23%,64%[activator],-11%,8%,1%,1%
CSc1ncc(Cl)c(C(=O)Nc2ccccc2[N+](=O)[O-])n1,-1%,-3%,14%,1%,2%,3%,22%,-4%,0%
Fc1ccc(NC(=S)Nc2ccc3nccnc3c2)cc1,5%,7%,-12%,-1%,19%,65%[activator],20%,1%,-18%
N#C/C(=C/c1ccc(-c2cccc([N+](=O)[O-])c2)o1)C(=O)Nc1nc(-c2cccs2)cs1,2%,13%,19%,-7%,22%,-13%,-20%,5%,1%
C[C@@H]1CN([C@@H](C)CO)C(=O)CCCn2nncc2CO[C@@H]1CN(C)C(=O)Nc1ccc2c(c1)OCO2,5%,4%,29%,nt,9%,-14%,0%,9%,4%
CNS(=O)(=O)c1cc(OC)ccc1OC,2%,-1%,-1%,-6%,-7%,-6%,-13%,4%,2%
Cn1c(=O)c2c(nc(OCCc3ccccc3)n2C)n(C)c1=O,2%,3%,0%,-14%,17%,-3%,15%,16%,-34%
C[C@@H]1ON(C)[C@H]2C[C@H]3c4[nH]c5ccccc5c4CCN3C(=O)[C@@H]12,6%,2%,4%,nt,12%,0%,25%,-2%,21%
O=C(OCC(=O)N1CCOCC1)c1ccc(Cl)c(S(=O)(=O)N2CCc3ccccc32)c1,-1%,-19%,0%,-9%,-18%,3%,-1%,22%,-4%
Cc1ccc(CNC(=O)Cn2cccc2C(=O)c2ccccc2)cc1,0%,2%,19%,0%,1%,-29%,?,1%,-15%
CC(C)(C)[C@H]1C=C(C(=O)N2CCOCC2)O[C@@H](OCCCCO)C1,-2%,-2%,-4%,-1%,9%,12%,5%,-5%,2%
COc1ccc(CN(Cc2ccc(OC)cc2)S(=O)(=O)c2ccc(-n3cnnn3)c(C)c2)cc1,-1%,-12%,?,-2%,0%,7%,-14%,-6%,?
NC(=O)c1cc(-c2csc(-c3cccnc3)n2)ccc1O,-1%,-10%,1%,9%,62%[activator],-9%,-5%,14%,?

# For convenience, four of the compounds above.
molecule,HT1080-NT tox,HT1080 IDH1KD tx,KB-3-1 tox,SW480 rerep,GLP1R inv ag,HEK293 tox,TDP43 rescue,GLP1R ag,KB-V1 MDR tox
O=C1N=C(O)CN1/N=C/c1ccc(-c2ccc([N+](=O)[O-])cc2)o1,9%,0%,0%,?,11%,-13%,22%,0%,-3%
CC1(C(=O)NCCc2ccccc2)Cc2c(-c3ccc(C(N)=O)cc3)ccnc2O1 (configuration not stated),12%,10%,-4%,nt,?,-7%,8%,0%,17%
O=C1CSC(c2ccccc2Br)N1c1ccc(Cl)cn1 (configuration not stated),-19%,-21%,0%,1%,4%[0.307 µM],3%[0.307 µM],?,4%,?
COc1ccccc1CNc1nc2cc(-c3ccccc3C)sc2c(=O)n1C,?,?,0%,nt,?,32%[activator],20µM*,3%,-15%

# (list continues)
molecule,HT1080-NT tox,HT1080 IDH1KD tx,KB-3-1 tox,SW480 rerep,GLP1R inv ag,HEK293 tox,TDP43 rescue,GLP1R ag,KB-V1 MDR tox
Cn1nc(-c2ccccc2)cc1NC(=O)Nc1ccc(C(C)(C)C)cc1,-2%,-18%,-25%,58%,?,-31%,-3%,-1%,-14%
O=C(N/N=C\c1ccc(-c2ccc(Cl)c(Cl)c2)o1)C(=O)N1CCCC1,19%,13%,1%,-3%[9.22 µM],0%,19%,15%,2%,13%
O=C(O)c1ccccc1N=N/C(=N/Nc1cc(S(=O)(=O)O)ccc1O)c1ccccc1,-23%,-25%,-19%,117%,-7%,-17%,2%,0%,0%
CCN(CC)CCNC(=O)Cn1nc(Cc2cccnc2)c2ccccc2c1=O,-3%,-1%,27%,0%,-17%,0%,8%,-6%,43%
CCOc1ccc2oc(C(=O)NCC(C)(C)CN(C)C)c(C)c2c1,0%,10%,3%,-11%,?,24%,10%,4%,-11%
CCCn1cccc(C(=O)Nc2ccc(OC)cc2)c1=O,-1%,-2%,2%,-3%,11%,1%,16%,26%,-3%
CCCCN(C)C1CCN(C(=S)Nc2ccc(OC)cc2)CC1,0%,-2%,0%,-9%,?,-17%,-8%,9%,-3%
O=C(CN1C(=O)COc2ccccc21)N(Cc1ccc2c(c1)OCO2)CC1CCCO1 (configuration not stated),-3%,-21%,16%,-4%,-1%,-25%,-3%,1%,4.1µM*
COc1ccc(-c2nc(C#N)c(NCc3cccnc3)o2)cc1OC,-14%,-17%,?,-14%,0%,-15%,4%,?,?
COc1ccc(NC(=O)CSc2ccc(-c3sc(C)nc3C)nn2)cc1,-15%,-24%,-7%,-4%,62%[activator],-3%,-4%,17%,?
Cc1ccc(S(=O)(=O)N2CC3(O)CN(C(=O)OC(C)C)N(C(=O)OC(C)C)CC3(OC(=O)NC3CC3)C2)cc1 (configuration not stated),13%,18%,20%,nt,28%,-3%,3%,-2%,-10%
COc1ccc(/C=C/C(=O)c2cc(F)ccc2OC(=O)c2ccccc2)cc1OC,?,1.6µM*,?,1.3µM*,?,-28%,13µM*,0%,?
COc1ccc(NC(C)=[N+](C)CCNS(=O)(=O)c2ccc(Cl)cc2)cc1Cl,-13%,-10%,16%,6%,-15%,-3%,-1%,-3%,11%
O=C(c1ccccc1NS(=O)(=O)c1ccc(F)cc1)N1CCCCC1,-1%,-1%,nt,6%,-13%,-5%,5%,-4%,nt
O=C(NCc1ccccc1C(F)(F)F)C12CN(Cc3ccccc3)CC1C(c1ccc([N+](=O)[O-])cc1)=NO2 (configuration not stated),1%,4%,10%,-1%,?,4%,35%,5%,?
COC(=O)c1ccccc1S(=O)(=O)NNC(=O)C12CC3CC(CC(C3)C1)C2,3%,9%,-1%,-29%,-12%,4%,-10%,-4%,0%
COc1ccccc1/C=N/NC(=O)CC(=O)Nc1ccc(Cl)c(Cl)c1,-2%,-12%,-4%,-13%,?,2%,-2%,-1%,18%
CCOc1cc(S(=O)(=O)NCCc2c(C)[nH]c3ccc(C)cc23)ccc1Br,nt,nt,1%,nt,?,2%,0%,nt,-7%
O=C(NC(=S)Nc1c(Cl)ccc2nsnc12)c1ccccc1F,-3%,0%,-8%,3%,31%[activator],3%,6%,-6%,-31%
CCc1ccccc1OCCOc1ccc(C)cc1OC,40%,18%,1%,?,?,-7%,0%,7%,3%

# 4 records picked at random from the list so far:
molecule,HT1080-NT tox,HT1080 IDH1KD tx,KB-3-1 tox,SW480 rerep,GLP1R inv ag,HEK293 tox,TDP43 rescue,GLP1R ag,KB-V1 MDR tox
O=C(O)c1ccccc1N=N/C(=N/Nc1cc(S(=O)(=O)O)ccc1O)c1ccccc1,-23%,-25%,-19%,117%,-7%,-17%,2%,0%,0%
CCc1ccccc1OCCOc1ccc(C)cc1OC,40%,18%,1%,?,?,-7%,0%,7%,3%
O=C(N/N=C\c1ccc(-c2ccc(Cl)c(Cl)c2)o1)C(=O)N1CCCC1,19%,13%,1%,-3%[9.22 µM],0%,19%,15%,2%,13%
CCCn1cccc(C(=O)Nc2ccc(OC)cc2)c1=O,-1%,-2%,2%,-3%,11%,1%,16%,26%,-3%

# The results go on.
molecule,HT1080-NT tox,HT1080 IDH1KD tx,KB-3-1 tox,SW480 rerep,GLP1R inv ag,HEK293 tox,TDP43 rescue,GLP1R ag,KB-V1 MDR tox
CCCCCCSc1ccc(-c2nc3ccccn3c2NCCCC)cc1,2%,4%,0%,0%,?,-19%,-93%[inhibitor],11%,?
CCOc1ccccc1NC(=O)COc1coc(CN2CCc3ccccc32)cc1=O,-4%,-3%,-3%,?,?,-12%,?,3%,-19%
COc1ccc(CC2(CO)CCN(Cc3cccnc3)CC2)cc1,6%,11%,1%,0%,-2%[7.66 µM],8%[7.66 µM],20%[9.22 µM],2%,10%
Cc1ccc(CCNC(c2ccc(F)cc2)c2nnc(-c3ccccc3Cl)o2)cc1 (configuration not stated),nt,nt,-8%,nt,?,-15%,30%,nt,-3%
O=C(CCCN1C(=O)S/C(=C/c2ccccc2)C1=S)Nc1ccc(C(=O)O)cc1,-5%,-3%,2%,-18%,2%,1%,11%,-5%,?
COc1ccccc1-c1ccc(Nc2cccc(C(C)=O)c2)nn1,-2%,-25%,16%,8%,0%,-37%,0%,-14%,13µM*

# Rows were taken by chance (roughly 9.4% active in at least one column).
